High-throughput results from PubChem BioAssay.
GDH-TPI inh: GDH-TPI coupling enzyme inhibitors, primary screen, artefact control for M. tuberculosis FBA inhibitor project, biochemical, absorbance, full deck. AID 588335, 2011. GDH-TPI coupled enzyme counterscreen, NADH absorbance. 360,000 compounds, 1.2% hits. inhibition, % at 4.8 µM;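 also: 0% = DMSO wells and 100% = wells lacking the enzyme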
FadD28 FP inh: inhibitors of FadD28 bisubstrate probe binding, primary screen, biochemical, fluorescence polarization, single point. Mycobacterium tuberculosis FadD28 fatty-acid-AMP ligase. AID 588549, 2011. 360,000 compounds, 0.22% hits. inhibition, % at 12.5 µM; in the data active = inhibition above about 8.5%, passing the limit was not always enough; inconclusive = no clear call, values can overlap the other calls
PrPC TRFRET: inhibitors of human cell surface prion protein PrPC, primary screen, cell-based, TR-FRET | TR-FRET read-out | Major prion protein (Homo sapiens), P04156 | 370,000 compounds, 0.43% hits | inhibition, % at 13.8 µM | AID 720596, 2013; in the data active = inhibition above about 24%; also: 0% = median of the test wells and 100% = reference compound wells
Mtb FBA inh: Mtb FBA enzyme inhibitors, primary screen, biochemical, fluorescence, strain H37Rv. purified M. tuberculosis FBA, fluorescence read-out. inhibition, % at 1 µM. 360,000 compounds, 2.3% hits; in the data active = inhibition above about 27%;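 also: 0% = vehicle and 100% = reference inhibitor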
Target sequence (P9WQA3 whole entry, looked up): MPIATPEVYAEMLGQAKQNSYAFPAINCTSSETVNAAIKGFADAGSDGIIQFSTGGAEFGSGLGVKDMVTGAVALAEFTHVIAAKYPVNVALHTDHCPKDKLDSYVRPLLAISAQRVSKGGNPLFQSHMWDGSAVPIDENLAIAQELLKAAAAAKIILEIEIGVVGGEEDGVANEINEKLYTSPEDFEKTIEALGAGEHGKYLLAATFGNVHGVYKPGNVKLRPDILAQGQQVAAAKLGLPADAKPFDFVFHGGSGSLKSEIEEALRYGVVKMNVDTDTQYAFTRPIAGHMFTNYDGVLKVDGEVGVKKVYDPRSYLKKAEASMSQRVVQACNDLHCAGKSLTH
BioA inh: M. tuberculosis BioA enzyme inhibitors, primary screen, biochemical, plate reader, single point, HTS. purified M. tuberculosis BioA enzyme. AID 602481, 2012. inhibition, % at 9.99 µM. 360,000 compounds, 0.096% hits. 7,8-diaminopelargonic acid synthase BioA (Mycobacterium tuberculosis); in the data active = inhibition above about 40%; inconclusive = no clear call, values can overlap the other calls
BoNT-F LC inh: BoNT/F light chain protease inhibitors, primary screen, biochemical, flow cytometry, MLPCN library; AID 588497, 2011; Multiplex microsphere protease cleavage assay; Botulinum neurotoxin type F light chain protease (Clostridium botulinum); 360,000 compounds, 0.22% hits; inhibition, % at 10 µM; in the data active = inhibition above about 35%, passing the limit was not always enough; inconclusive = no clear call, values can overlap the other calls; also: plate controls were buffer without enzyme for full effect and enzyme alone for no effect
UGM FP inh: M. tuberculosis UGM enzyme inhibitors, primary screen, biochemical, fluorescence polarization, single point; purified UGM, fluorescence polarization probe displacement; inhibition, % at 10 µM; 320,000 compounds, 0.06% hits; AID 504406, 2011; in the data active = inhibition above about 10%, passing the limit was not always enough; inconclusive = no clear call, values can overlap the other calls
Target sequence (P9WIQ1 whole entry, looked up): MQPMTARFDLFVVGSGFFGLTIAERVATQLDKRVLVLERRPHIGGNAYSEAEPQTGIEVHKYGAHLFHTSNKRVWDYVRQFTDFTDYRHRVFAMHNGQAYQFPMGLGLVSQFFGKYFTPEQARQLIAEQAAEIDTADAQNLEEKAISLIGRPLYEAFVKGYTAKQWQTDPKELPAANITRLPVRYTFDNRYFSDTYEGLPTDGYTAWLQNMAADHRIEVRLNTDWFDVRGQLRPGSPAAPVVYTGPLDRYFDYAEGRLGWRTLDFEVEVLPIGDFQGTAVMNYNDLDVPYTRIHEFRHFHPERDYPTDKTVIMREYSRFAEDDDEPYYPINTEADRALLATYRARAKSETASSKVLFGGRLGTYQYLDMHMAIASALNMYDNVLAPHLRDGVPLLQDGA
CCHF vOTU inh: CCHFV vOTU protease inhibitors, primary screen, biochemical, Pep-AMC substrate, fluorescence. Crimean-Congo hemorrhagic fever virus L polyprotein viral ovarian tumor (vOTU) protease …. inhibition, % at 11.5 µM. 370,000 compounds, 0.55% hits. AID 651958, 2012; also: 0% = vehicle wells with enzyme and 100% = no enzyme wells
BoNT-A LC inh2: BoNT/A light chain protease inhibitors, primary screen, biochemical, flow cytometry, MLPCN library | Botulinum neurotoxin type A light chain protease (Clostridium botulinum A str. ATCC 3502) | multiplex microsphere protease substrate cleavage | inhibition, % at 10 µM | 360,000 compounds, 0.17% hits; in the data active = inhibition above about 30%; inconclusive = no clear call, values can overlap the other calls; also: plate controls were buffer without enzyme for full effect and enzyme alone for no effect
Active calls of the source: *; ? = inconclusive; . = no result given. Rule as the data show it, unless noted: active = inhibition above about 30%; inactive = the rest.

structure	GDH-TPI inh	FadD28 FP inh	PrPC TRFRET	Mtb FBA inh	BioA inh	BoNT-F LC inh	UGM FP inh	CCHF vOTU inh	BoNT-A LC inh2
Cc1cccnc1C(NC(=O)C1CCN(CCOc2ccc(F)cc2)CC1)c1ccc(F)cc1 (configuration not stated)	8	-2.8	-4	3	-0.6	-6	.	-7	-0.7
CCc1ccccc1N1CC23C=CC(O2)C(C(=O)OC)C3C1=O (configuration not stated)	1	-1.4	2	-1	-0.3	-1	-1.0	-6	0.7
CCOC(=O)Nc1sc(C(=O)N(CC)CC)c(C)c1C(=O)OCC	6	-0.7	-7	-1	2.2	4	-4.1	-1	-0.6
Cc1ccc(CNC(=O)c2ccc(NS(=O)(=O)c3cccs3)cc2)cc1	4	1.8	2	0	2.0	-6	1.1	-12	-0.1
Cn1c(NCCN2CCCC2)nc2cc(-c3ccsc3)sc2c1=O	9	-11	-5	2	0.6	-2	.	-6	0.1
CC(C)=CC(=O)OCC(=O)Nc1cc(C)cc(C)c1	-7	-4.9	0	-3	-0.4	-3	0.7	-9	-0.8
O=C(Nc1cccc(Cl)c1)C1CCCN(C2=NS(=O)(=O)c3ccccc32)C1 (configuration not stated)	3	-4.2	-2	1	.	4	.	1	1.1
CC(C)(C)OC(=O)C[C@@H]1C/C=C\C[C@@H](CC(=O)NCCO)C(=O)N2CCC[C@H]2COC1=O	-2	-2.7	6	-1	-2.6	0	-0.2	0	-0.1
c1nnc(NC2=NCCC2)s1	11	0.4	6	0	-0.2	-5	1.3	6	0.0
CC(C)c1nnc(NC(=O)CCC(=O)N2CCN(c3ccc(F)cc3)CC2)s1	8	0.2	4	2	.	3	-0.5	2	0.0
CCCN(CC(=O)Nc1ccccc1C)C(=O)COC(=O)c1cnc(C)cn1	8	0.6	-1	0	-0.9	-4	.	-10	-1.5
CCOC(=O)C1=CN(Cc2cccc(F)c2)S(=O)(=O)N(C)C1c1ccc(F)c(Cl)c1 (configuration not stated)	-13	0.6	15	-1	-0.3	1	.	13	0.1
CCn1c(CNS(=O)(=O)c2ccc(Br)cc2)n[nH]c1=S	-4	-0.4	-7	2	-1.5	-10	-1.6	5	-1.1
CCc1ccccc1NC(=O)CCS(=O)(=O)c1ccc2c(c1)CCCN2C(C)=O	2	-0.6	-6	-1	-0.5	2	1.7	1	0.2
COc1cc2ccccc2cc1C(=O)Nc1ccncc1	5	-1.7	-4	17	1.9	.	-0.4	0	.

Shown with two lines to a compound: part of the list above
Results follow in this order: GDH-TPI inh, FadD28 FP inh, PrPC TRFRET, Mtb FBA inh, BioA inh, BoNT-F LC inh, UGM FP inh, CCHF vOTU inh, BoNT-A LC inh2
CC(C)c1nnc(NC(=O)CCC(=O)N2CCN(c3ccc(F)cc3)CC2)s1
  8, 0.2, 4, 2, ., 3, -0.5, 2, 0.0
CCc1ccccc1NC(=O)CCS(=O)(=O)c1ccc2c(c1)CCCN2C(C)=O
  2, -0.6, -6, -1, -0.5, 2, 1.7, 1, 0.2

(continued)
structure	GDH-TPI inh	FadD28 FP inh	PrPC TRFRET	Mtb FBA inh	BioA inh	BoNT-F LC inh	UGM FP inh	CCHF vOTU inh	BoNT-A LC inh2
CCOC(=O)/C=C/C(=O)Nc1ccc(S(=O)(=O)Nc2cc(C)on2)cc1	8	0.2	2	5	-1.4	5	2.7	-14	0.3
COC(=O)Nc1ccc(S(=O)(=O)N2CCCCC2)cc1	3	-1.2	-9	-1	-1.0	6	0.7	0	1.8
CC(O)(CS(=O)(=O)c1cccc(C(F)(F)F)c1)C(=O)Nc1ccc(C(F)(F)F)cc1 (configuration not stated)	11	-0.5	2	3	.	-2	1.1	8	0.6
c1ccn2cc(-c3ccc4c(c3)OCCO4)nc2c1	7	-0.2	-6	80*	.	6	0.6	-43	0.2
Cc1ccc(NC(=O)Cc2ncon2)cc1Cl	4	-0.8	-2	2	.	8	-1.4	0	0.4
Cc1sc2ncnc(Sc3nnnn3-c3ccc(Cl)cc3)c2c1C	-1	-0.5	-1	5	-2.0	14	0.1	-7	0.2
c1ccc(CCNc2cc(-c3ccc4ccccc4c3)nc3ccnn23)nc1	12	-1.8	5	16	0.5	-9	.	-7	0.4
C[C@@]12CCC3[C@@](CC[C@@H]4[C@](C)(C(=O)O)CCC[C@@]34C)(C[C@H]1O)C2 (some centres not stated)	-13	-2.4	-7	1	13	5	-0.1	19	-1.2
Cc1ccc(C)c(OCC(=O)N2CCCN(C)CC2)c1	2	-3.0	2	1	.	2	-0.4	-2	0.0
CN(C)c1ccc(/C=[N+](\[O-])C2N(c3ccccc3)C(=S)SC2(C)C)cc1 (configuration not stated)	33*	2.1	-1	-3	-2.1	0	2.4	3	0.7
CN(CC(=O)Nc1ccc(F)cc1)C(=O)CN1C(=O)NC(CCc2ccccc2)C1=O (configuration not stated)	1	-0.6	2	8	-1.3	0	.	3	0.0
COc1ccccc1C(=O)NC1CC2CCCC(C1)N2Cc1ccccc1 (configuration not stated)	10	0.1	-7	0	-2.1	0	.	-11	0.0
C[C@]12c3[nH]c4ccccc4c3CCN1C(=O)C(CC(=O)NCCc1ccccn1)C[C@@H]2C(=O)N1CCCCC1 (some centres not stated)	7	0.2	2	1	-3.4	0	6.1	4	0.1
CSc1nc(C)c2c(n1)N(c1ccc(C(F)(F)F)cc1)CC2	1	1.2	10	2	-0.9	-10	0.0	12	-0.7
CCC(C)NC(=O)CSc1nnc(-c2ccncc2)n1-c1ccc(OC)cc1 (configuration not stated)	-7	0.1	-4	4	5.0	?	1.4	-5	0.0
CS(=O)(=O)Nc1ccc(C(=O)Nc2ccc3c(c2)OCO3)cc1	7	-1.5	1	1	.	-5	3.1	-14	0.2
COCCCNC(=O)CN(c1cc(Cl)ccc1OC)S(=O)(=O)c1ccc(C)c([N+](=O)[O-])c1	-2	-1.2	-5	1	.	-3	1.5	11	-1.5
COc1ccc(-c2nn(CCC(=O)O)cc2/C=N/NC(N)=S)cc1	16	-1.3	-15	6	0.8	0	-4.1	8	0.3
CC(=O)n1nc(-c2ccco2)nc1SCc1ccccc1	12	2.3	.	-1	-0.7	-1	0.9	.	0.0
O=C(COc1ccccc1-c1ccccc1)NCc1cccc(Cl)c1	-3	?	1	-1	-1.2	-3	1.9	2	-0.9
COc1cc(CCC(=O)OCC(=O)Nc2cccc(S(N)(=O)=O)c2)cc(OC)c1OC	6	-1.4	-6	1	.	-1	1.3	0	0.8
CCN(CC)S(=O)(=O)c1ccc(Cl)c(C(=O)N2CCc3ccccc32)c1	7	-2.4	21	1	.	-6	1.0	0	-0.4
CC(=O)OCC1OC(Nc2cccc(C)c2)C(OC(C)=O)C(OC(C)=O)C1OC(C)=O (configuration not stated)	-4	-1.0	0	-1	.	-20	3.4	-7	-0.9
Cn1cc(C(=O)C(=O)NC2CC2)c2ccccc21	5	-0.2	2	6	-1.8	-6	.	4	-0.8
CCOc1cc(/C=N\Nc2ncc(F)c(N3CCOCC3)n2)ccc1Oc1nc(Cl)ncc1F	33*	-1.8	-7	-3	.	.	-1.8	11	.
COc1ccc(S(=O)(=O)N(C)CC(=O)Nc2ccccc2C(F)(F)F)cc1Cl	4	-3.2	2	3	.	6	-1.3	-6	-0.2
Cc1cc(C)nc(NC(=O)Nc2ccccc2C(F)(F)F)n1	-12	-7.4	10	-1	.	-7	1.7	3	-4.4
CCCCn1c(N)c(N(CC)C(=O)c2c(CC)noc2C)c(=O)[nH]c1=O	-1	-2.4	-2	5	-1.5	16	0.2	-7	3.6
COc1ccc(C(=O)NCCCN2CCCC2=O)cc1S(=O)(=O)N1CCOCC1	-1	0.2	-3	1	0.6	-1	.	-10	-0.2
CCCNC(=O)COC(=O)CCC(=O)c1cccs1	1	-5.7	7	-2	.	-3	3.5	-14	0.7
Cc1cccc(C)c1NC(=S)N(c1ccccc1)C(C)C	0	-2.1	-2	2	-0.3	-6	-2.0	-10	-0.4
Cc1ccn(CC(=O)NC2CC(C)(C)Cc3c2cnn3-c2ccc(F)cc2)n1 (configuration not stated)	-1	-3.3	9	-3	0.2	-2	-1.5	22	2.1
Cc1[nH][nH]c(=O)c1N=Nc1ccc(Br)c(Cl)c1	2	-3.6	4	-14	1.7	?	2.1	-7	-1.0
COc1cc2cc(C(=O)Nc3ccc4c(c3)OCCO4)[nH]c2cc1OC	36*	-2.2	11	2	-1.0	-4	0.9	-5	-1.3
COc1ccc(C(CCN)c2ccc3c(c2)OCO3)cc1 (configuration not stated)	8	-4.6	2	1	0.4	-34	0.4	12	-0.1
Cc1ccc(S(=O)(=O)N(CC(=O)NCCSc2ccccn2)c2ccccc2F)cc1	-9	-3.1	8	0	-0.1	-5	-2.1	8	-0.2
Cc1ccc(C(=O)Cn2nc(C(=O)O)c3ccccc3c2=O)cc1C	5	-0.4	5	0	.	-5	0.0	11	-2.1
Fc1ccc(-c2cc(C(F)(F)F)n3ncnc3n2)cc1	10	-0.6	2	85*	.	0	-3.5	-16	-0.7
O=[N+]([O-])c1cc(/C=N/n2cnnc2)ccc1N1CCCC1	37*	-5.3	-26	-3	5.9	-3	1.7	18	0.5
O=C(NC(Cc1ccccc1)C(=O)O)c1ccc(S(=O)(=O)N2CCCCC2)cc1 (configuration not stated)	17	-1.3	-4	3	-4.3	4	-3.9	-1	1.3
COc1cccc(C(=O)NCCSc2ccc(F)cc2)c1	10	-2.0	-2	-2	.	1	-0.9	16	-2.2
O=C(NCc1cccs1)c1nc2c(nnn2Cc2ccccc2Cl)c(=O)[nH]1	-14	1.2	6	-6	9.9	-5	3.7	9	-0.7
Cc1cc(C(=O)C(=O)N(C)C)c(C)n1-c1ccc(Cl)c(Cl)c1	5	-0.2	8	3	0.8	2	0.1	11	0.1
C[C@@H](NC(=O)c1ncn2c1c(=O)[nH]c1cccnc12)c1ccccc1	7	-2.1	3	13	-2.0	-7	.	-7	-0.8
O=C(CSc1nnc(-c2cccc(F)c2)o1)NC1CCCC1	7	1.4	-4	6	-4.0	2	.	16	0.7
C=CCn1c(SCC(=O)Nc2cccc3ccccc23)nc(O)c(CC)c1=O	1	1.2	6	3	1.4	11	-0.2	-18	1.1
COCCN(CC(=O)Nc1ccccc1C)S(=O)(=O)c1ccc(S(=O)(=O)N2CCCC2)cc1	-5	-2.2	5	1	-0.9	-10	-0.4	26	0.3
S=C(NCCCc1ccccc1)Nc1ccccc1	2	-0.9	1	3	3.7	2	-1.9	-2	-2.6
CCOC(=O)CCCCCC(=O)Nc1ccc2c(c1)CC(=O)N([C@@H](C)CO)C[C@H](C)[C@@H](CN(C)C(=O)Nc1ccc3c(c1)OCO3)O2	-2	-1.1	0	0	-2.0	-6	2.5	4	0.0
O=S(=O)(c1ccc(F)cc1)N1CCN(C(=S)NC2CCCC2)CC1	6	-1.6	13	0	.	-6	-3.1	11	0.6
CC1(C)CC(=O)C2=C(C1)OC(=O)C2(NC(=O)c1cccs1)C(F)(F)F (configuration not stated)	-5	-0.2	-6	4	-1.0	6	-2.1	6	-0.1
CCCCC(=O)Nc1cc(C(=O)NCCc2ccccc2)ccc1Cl	9	-0.2	8	1	-0.6	-4	2.1	-4	-0.6
COc1ccc(NC(=O)Cn2nnc(-c3ccccc3F)n2)cc1	8	-3.7	7	4	-1.7	-3	-1.5	2	0.0
Cc1cc(NC(=O)c2cccs2)ccc1NC(=O)Cc1ccccc1	3	-0.1	-2	-3	.	-8	-0.6	-10	-0.8
OC(c1ccccc1)(c1ccccc1)c1ccncc1	-2	-2.0	15	1	.	-2	-1.2	-8	-0.7
